APE1 inh = inhibitors of human APE1 endonuclease. Potency, µM (highest dose often 65.8 µM), without a hit: at the top dose activity change, negative = inhibition, most hits filed as inhibitors. actives 0.35% (n = 350,000). recombinant APE1, TAMRA/BHQ-2 abasic DNA cleavage fluorescence. AID 2517. P27695;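 further: potency means the concentration at half of the fitted maximal effect; plate controls were vehicle for no effect and reference inhibitor for full effect; nearly all actives have a fitted effect of over 55% in size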
Target sequence (P27695 whole entry, looked up): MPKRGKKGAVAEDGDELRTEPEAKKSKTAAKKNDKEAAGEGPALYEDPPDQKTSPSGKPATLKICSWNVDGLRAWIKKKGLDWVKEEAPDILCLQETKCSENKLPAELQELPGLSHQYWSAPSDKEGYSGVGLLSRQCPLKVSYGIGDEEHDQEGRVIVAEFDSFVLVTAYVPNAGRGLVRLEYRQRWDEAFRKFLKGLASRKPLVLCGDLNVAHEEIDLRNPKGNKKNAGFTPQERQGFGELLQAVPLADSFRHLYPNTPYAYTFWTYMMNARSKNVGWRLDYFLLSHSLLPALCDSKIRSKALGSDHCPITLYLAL
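Kinetic fluorescence read (525 ex/598 em nm, three reads 60 s apart) of AP-site incision; signal = third minus first read. Enzyme 0.75 nM, dual-labelled THF duplex 50 nM, compound preincubation 15 min RT.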
Pol iota inh = DNA polymerase iota (human) inhibition | AID 588590 | Pol iota fluorescent replication assay, 10 min | actives 1% (n = 390,000) | Potency, µM (series often up to 115 µM), inactives show at the top dose activity, negative = inhibition, most hits filed as inhibitors; further: potency means the concentration at half of the fitted maximal effect
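Fluorescent replication assay read twice, at 0 min and 10 min after adding 50 nM (final) substrate. Enzyme (10 nM) and compounds were first incubated 15 min at room temperature; enzyme-free buffer wells were negative controls.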
POLK inh = blocks human DNA polymerase kappa activity | Q9UBT6 | actives 0.53% (n = 400,000) | purified Pol kappa, fluorescent DNA synthesis assay, 10 min | Potency, µM (titrated, usually from 107 µM), for the others: at the top dose activity, negative = inhibition, actives largely listed as inhibitors; further: potency means the concentration at half of the fitted maximal effect; on the % scale 0 is the no-effect control and ±100 the full control effect
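First, compounds were pin-transferred onto 10 nM Pol kappa. After 15 min at room temperature, substrate was added to 50 nM final. Fluorescence was then measured kinetically at 0 and 10 min.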
TRHR ag = TRH receptor (human) agonism | TRHR cells, calcium flux fluo-8, FDSS agonist mode | actives 0.18% (n = 360,000) | AID 493084 | activation, % at 2 µM; in the data active means activation above about 30%; further: 0% is about no effect
Target sequence (P34981 whole entry, looked up): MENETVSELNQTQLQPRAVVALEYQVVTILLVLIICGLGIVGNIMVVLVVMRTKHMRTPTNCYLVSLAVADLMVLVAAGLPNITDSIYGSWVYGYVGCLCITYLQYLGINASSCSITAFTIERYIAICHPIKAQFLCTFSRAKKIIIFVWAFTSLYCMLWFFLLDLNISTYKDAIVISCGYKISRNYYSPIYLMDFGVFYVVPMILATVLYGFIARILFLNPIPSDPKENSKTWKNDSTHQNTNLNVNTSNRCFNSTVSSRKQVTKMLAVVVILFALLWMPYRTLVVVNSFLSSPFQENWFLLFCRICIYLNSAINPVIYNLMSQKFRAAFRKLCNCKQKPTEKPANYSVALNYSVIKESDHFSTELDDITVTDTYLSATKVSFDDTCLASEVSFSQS
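Fluo-8-loaded TRHR cells; 10 s baseline, compound added, kinetic Ca2+ fluorescence read 1/s, agonist mode.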
Anesthetic bind = candidate novel general anesthetic via apoferritin binding | P02791 | apoferritin/1-aminoanthracene competitive binding, fluorescence | Potency, µM (top dose mostly 77.5 µM), inactives show at the top dose activity change, negative = displacement, actives largely listed as inhibitors | actives 0.074% (n = 350,000) | AID 485281; further: potency means the concentration at half of the fitted maximal effect; on the % scale 0 is the no-effect control and ±100 the full control effect; nearly all actives have a fitted effect of over 20% in size
Target sequence (P02791 2-175 limits assumed): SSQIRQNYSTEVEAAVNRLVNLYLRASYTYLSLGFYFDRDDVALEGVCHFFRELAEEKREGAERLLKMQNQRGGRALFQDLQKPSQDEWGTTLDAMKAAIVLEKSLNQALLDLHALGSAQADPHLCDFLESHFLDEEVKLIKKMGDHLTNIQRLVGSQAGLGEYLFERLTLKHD
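Probe: 1-aminoanthracene (50% saturated, PBS). Protein: horse-spleen apoferritin, 10 uM. Incubation: 10 min, room temperature. Detection: 380 nm excitation, 535 nm emission. Analysis: normalized response, four-parameter Hill.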
BLM inh = blocks DNA unwinding by human BLM helicase | recombinant BLM DNA unwinding, fluorescence dequenching | Potency, µM (highest dose often 56.1 µM), without a hit: at the highest dose activity change, negative = inhibition, most hits filed as inhibitors | actives 0.2% (n = 350,000) | AID 2528;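 further: potency means the concentration at half of the fitted maximal effect; plate controls were vehicle for no effect and no enzyme for full effect; nearly all actives have a fitted effect of over 35% in size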
ALOX12 inh = inhibitors of human 12S-lipoxygenase ALOX12; purified 12hLO, xylenol orange hydroperoxide absorbance; Potency, µM (series often up to 108 µM), for inactives: at the top dose activity change, negative = inhibition, usual class: inhibitors; actives 1.1% (n = 580,000); AID 1671190; P18054; further: potency means the concentration at half of the fitted maximal effect; on the % scale 0 is the no-effect control and ±100 the full control effect
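Hydroperoxide product was detected by ferrous iron/xylenol orange as the 573 to 405 nm absorbance ratio. Arachidonic acid at 40 uM (final) was turned over for 30 min at room temperature by 150 nM human 12hLO, pH 7.0 Hepes buffer, after 15 min compound preincubation.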
POLB inh = blocks human DNA polymerase beta activity; P06746; Pol beta primer extension/strand displacement, fluorescence kinetic; Potency, µM (doses to about 114 µM), inactives show at the top dose activity change, negative = inhibition, usual class: inhibitors; actives 1.3% (n = 340,000); further: potency means the concentration at half of the fitted maximal effect; on the % scale 0 is the no-effect control and ±100 the full control effect
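Kinetic readout of DNA synthesis with strand displacement by Pol beta. Compound and 10 nM enzyme sit 15 min at room temperature; 50 nM substrate starts the reaction, read immediately and at 10 min.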
ERG-DNA inh = ERG Ets/DNA interaction inhibition. fluorescence polarization, His-ERG Ets domain / labelled DNA. Potency, µM (doses to about 76.9 µM), for the others: at the highest dose FP activity, negative = inhibition, actives largely listed as inhibitors. actives 0.028% (n = 370,000); active means well fitted inhibition curve with a large enough effect in the polarisation, with a control signal flat; inconclusive means small, poorly fitted or top-dose-only effect, or effect the other way, or a change in a side signal; inactive means no such curve, though single readings can be large or run the other way; the % refers to the polarisation;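 further: polarization taken with two DNA probes labelled with fluorescein and Texas red; potency means the concentration at half of the fitted maximal effect; % of control where 0% means no effect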
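His-tagged ERG Ets domain (1 uM in the protein solution; 300mM KCl, 50mM Tris-HCl, 1mM EDTA, 1mM DTT, pH 7.5) received compound, then a probe mix of 5 nM fluorescein-DNA and 100nM Texas-615-DNA. Fluorescence polarization was read for both dyes.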
* hit, by the source's call; ? = inconclusive; . = not tested or not shown; & = joins results of further samples; [ ] = another dose, or the depositor's remark. Unless noted, the call rests on the fitted dose curve; in most records, active means well fitted curve in the direction sought with a large enough effect; inconclusive means small, poorly fitted or top-dose-only effect, or another doubt; inactive means no such curve, though single readings can be large; an effect the other way counts as inactive or inconclusive. A portion of the library; rates above refer to the full screens.

(1) Cc1c(C(=O)OCC(=O)N2CC(=O)Nc3ccccc32)oc2ccccc12
(2) OCCN1CCN(CC#CCC(c2ccccc2)c2ccccc2)CC1
(3) COCC1CCCN(Cc2cn(Cc3ccccc3)nc2-c2cc3ccccc3o2)C1 (stereo not drawn)
(4) Cc1nn(CC(=O)Nc2ccc(OC(F)(F)F)cc2)c(=O)c2c(C)n(-c3ccc(Cl)cc3)nc12
(5) Cc1ccc(C(=O)Nc2cccc3ccccc23)o1
(6) CC(C)(C)c1ccc(C(=O)NC(=S)N2CCCCCC2)cc1

compound no.	1	2	3	4	5	6
APE1 inh	2%	-8%	2%	.	.	9%
Pol iota inh	0%	31%	14%	11%	58%[activator]	-12%
POLK inh	9%	3%	1%	-12%[60.1 µM]	1%	7%
TRHR ag	0.1	0.7	0.6	0.1	.	-0.6
Anesthetic bind	-21%	5%	-23%	-7%	.	?
BLM inh	-1%	2%	-9%	-4%	.	-7%
ALOX12 inh	9%	184%[activator]	24%	?	0%	409%[activator]
POLB inh	-8%	84%	3%	1%	.	20%
ERG-DNA inh	14%	10%	8%	-8%	7%	-5%

(7) CCCOc1ccc(-c2c(C(=O)N/N=C/c3ccncc3)nnn2-c2nonc2N)cc1
(8) O=S(=O)(c1cccc2nsnc12)N1CCN(C/C=C/c2ccccc2)CC1
(9) O=C(O)c1cc(S(=O)(=O)NCc2ccco2)c(Cl)cc1Cl
(10) C(=N\Nc1nc2ccccc2[nH]1)/c1cccc2cccnc12
(11) CC(C)n1c(SCC(=O)c2ccc3c(c2)OCCO3)nc2c1c(=O)n(C)c(=O)n2C
(12) COC(=O)C1=C(C)N(Cc2ccccc2)C(=NCCc2ccccn2)N[C@H]1c1cccc(F)c1

compound no.	7	8	9	10	11	12
APE1 inh	12%	-4%	4%	8%	0%	2%&11%
Pol iota inh	7%	11%	-9%	3%	3%	-29%
POLK inh	-12%	-5%	-22%	2%	0%	-3%
TRHR ag	0.0	-0.2	0.6	-0.9	-0.3	1.9&0.6
Anesthetic bind	-1%	?	-8%	-1%	-7%	-12%&-14%
BLM inh	-6%	-2%	1%	-3%	1%	6%&8%
ALOX12 inh	13%	-6%	1%	-12%	-24%	-29%
POLB inh	5%	4%	?	35%[activator]	10%	1%&1%
ERG-DNA inh	3%	-2%	1%	8%	.	14%

(13) CC(=O)OCC(OC(C)=O)C(OC(C)=O)C(OC(C)=O)C(OC(C)=O)C(COC(C)=O)OC(C)=O (stereo not drawn)
(14) CCc1ccc(-c2nc(CN3CCC(C(=O)NCCN(CC)c4ccccc4)CC3)c(C)o2)cc1
(15) COc1ccc(C)cc1NC(=O)C1CCCN(S(=O)(=O)c2cnc[nH]2)C1 (stereo not drawn)
(16) Cc1ccc(-c2noc(CCCC(=O)NC3CCCC3)n2)cc1
(17) CCOC(=O)c1cnc2c(-c3ccccc3OC)c(C)nn2c1C
(18) COc1ccc(S(=O)(=O)NCCSC(C)(C)C)cc1

compound no.	13	14	15	16	17	18
APE1 inh	?	13%	-3%	1%	-1%	-1%
Pol iota inh	.	-3%	33%[activator]	13%	-3%	22%
POLK inh	-5%[60.1 µM]	-11%	5%	-4%	11%	-3%
TRHR ag	.	0.2	0.3	0.0	-0.7	-0.3
Anesthetic bind	0%	-17%	-15%	0%	-4%	?
BLM inh	-1%	-3%	-1%	-4%	-2%	-3%
ALOX12 inh	.	-38%	4%	-17%	-11%	0%
POLB inh	.	14%	20%	28%	1%	-19%
ERG-DNA inh	.	-1%	11%	-2%	0%	-2%

(19) C#Cc1ccc([C@@H]2C=C(C(=O)NCc3ccccc3)O[C@H](OCCCCO)C2)cc1
(20) O=C(COC(=O)C1CCN(S(=O)(=O)c2ccc3c(c2)OCCO3)CC1)Nc1cc(C(F)(F)F)ccc1Cl
(21) COc1cc(OC)cc(C(=O)Nc2ccc(-c3nc4cc(C(C)C)ccc4o3)cc2)c1
(22) C/C(=N\NC(=O)c1nn(C)cc1Br)c1cccc(NC(=O)C2CCCC2)c1
(23) CCOC(=O)N1CCN(C(=O)CCCn2c(=S)[nH]c3ccc(Br)cc3c2=O)CC1
(24) CC1=C(C(=O)Nc2ccc(C)cc2Cl)C2(CCCCCC2)OC1=O

compound no.	19	20	21	22	23	24
APE1 inh	.	18%	.	-1%	1%	.
Pol iota inh	50µM*	3%	-10%	-3%	-5%	15%
POLK inh	?	-4%	2%	-1%	-4%	-1%
TRHR ag	.	-1.0	1.5	-0.2	-0.3	-0.9
Anesthetic bind	.	-20%	-11%	?	-12%	0%
BLM inh	.	2%	-8%	-1%	-15%	1%
ALOX12 inh	-25%	-23%	-5%	-6%	-25%	?
POLB inh	.	-12%	33%	29%	0%	2%
ERG-DNA inh	16%	4%	-1%	-3%	-4%	1%

(25) Cc1cnc(C(=O)OCc2ccc(Br)cc2)cn1
(26) O=C(Nc1ccc(Br)cc1)c1ccccc1CC[N+](=O)[O-]
(27) Cc1ccc2c(=O)cc(C(=O)Nc3ccc(S(=O)(=O)N4CCCCC4)cc3)oc2c1
(28) CCc1ccc(NC(=O)Cn2cnc3c(=O)n(C)c(=O)n(C)c32)cc1
(29) OCCCNc1nnc(-c2ccccc2)c2ccccc12
(30) NC(=O)c1cc(S(=O)(=O)Nc2ccccc2)cs1

compound no.	25	26	27	28	29	30
APE1 inh	-2%[12.4 µM]	3%	.	-1%	1%	-9%
Pol iota inh	138%[activator]	-8%	-19%	46%[activator]	-26%	?
POLK inh	-14%	-6%	7%	-5%	2%	-6%
TRHR ag	-1.2	0.4	0.5	0.0	-0.5	0.3
Anesthetic bind	5%	7%	6%	-5%	-8%	-17%
BLM inh	2%	2%	-4%	-4%	1%	-2%
ALOX12 inh	-28%	96%[activator]	-16%	?	0%	-13%
POLB inh	6%	-8%	7%	0%	-30%	5%
ERG-DNA inh	-1%	10%	0%	7%	5%	-6%

Part of the list above, with two lines to a compound:
Under each structure – APE1 inh	Pol iota inh	POLK inh	TRHR ag	Anesthetic bind	BLM inh	ALOX12 inh	POLB inh	ERG-DNA inh
(25) Cc1cnc(C(=O)OCc2ccc(Br)cc2)cn1
    -2%[12.4 µM]	138%[activator]	-14%	-1.2	5%	2%	-28%	6%	-1%
(26) O=C(Nc1ccc(Br)cc1)c1ccccc1CC[N+](=O)[O-]
    3%	-8%	-6%	0.4	7%	2%	96%[activator]	-8%	10%
(27) Cc1ccc2c(=O)cc(C(=O)Nc3ccc(S(=O)(=O)N4CCCCC4)cc3)oc2c1
    .	-19%	7%	0.5	6%	-4%	-16%	7%	0%
(28) CCc1ccc(NC(=O)Cn2cnc3c(=O)n(C)c(=O)n(C)c32)cc1
    -1%	46%[activator]	-5%	0.0	-5%	-4%	?	0%	7%
(29) OCCCNc1nnc(-c2ccccc2)c2ccccc12
    1%	-26%	2%	-0.5	-8%	1%	0%	-30%	5%
(30) NC(=O)c1cc(S(=O)(=O)Nc2ccccc2)cs1
    -9%	?	-6%	0.3	-17%	-2%	-13%	5%	-6%

The results go on.
(31) NC(=O)C1(Nc2ccccc2Cl)CCCC1
(32) CCOC(=O)Cn1c2c(c(=N)c3c1CCC3)CCCC2
(33) CN(CCc1ccccn1)Cc1ccc(Cl)cc1Cl
(34) O=C(NCCN1C(=O)S/C(=C/c2cccnc2)C1=O)C1=NN(c2ccccc2)C(=O)CC1
(35) CCN(CC)C(=O)CN(c1cc2c(cc1OC)oc1ccccc12)S(=O)(=O)c1ccccc1
(36) CCC1CCCCN1C(=O)c1cc2c(=O)n3cccc(C)c3nc2s1 (stereo not drawn)

compound no.	31	32	33	34	35	36
APE1 inh	.	6%	21%	13%	7%	-9%
Pol iota inh	1%	25%	?	-30%	11%	12%
POLK inh	-6%	6%	-2%	-14%	-13%	0%
TRHR ag	.	0.1	.	-0.1	1.1	0.0
Anesthetic bind	.	-7%	-7%	.	-9%	1%
BLM inh	.	-8%	-2%	.	-3%	-3%
ALOX12 inh	-3%	-9%	?	-30%	-19%	.
POLB inh	.	2%	37%	.	10%	14%
ERG-DNA inh	3%	-3%	9%	4%	2%	-4%

(37) CCCCC(O)(C(NC=O)C(=O)OC)C(F)(F)F (stereo not drawn)
(38) Oc1ccc(/C=C/c2ccc3ccccc3n2)cc1
(39) COc1ccc(N(CC(=O)NCCSc2ccccn2)S(=O)(=O)c2ccccc2)cc1Cl
(40) Cc1ccc(CNC(=O)C2CCN(c3nn4c(=O)cc(C)nc4s3)CC2)cc1
(41) CCCN(CCC)S(=O)(=O)c1ccc(C(=O)Nc2nc3c(s2)CCc2ccccc2-3)cc1
(42) COc1cccc(-c2csc(N3CCN(C(=S)Nc4ccc(Cl)cc4)CC3)n2)c1
(43) O=C(/C=C/c1ccccc1)NCCSc1ccc(Cl)cc1
(44) CCCOc1ccc(C(CC(=O)O)NS(=O)(=O)c2ccc(NC(C)=O)cc2)cc1 (stereo not drawn)

compound no.	37	38	39	40	41	42	43	44
APE1 inh	4%	-4%	-11%	8%	1%	?	-5%	15%
Pol iota inh	-1%	18%	14%	-12%	-3%	-8%	-13%	-9%
POLK inh	14%	2%	-1%	3%	-12%	-9%	-7%	0%
TRHR ag	-0.2	0.4	-1.0	-0.9	1.7	-1.6	-0.3	0.6
Anesthetic bind	8%	44%[activator]	50%[activator]	-8%	10%	-16%	?	-6%
BLM inh	-4%	-10%	-11%	-5%	4%	-6%	-8%	-2%
ALOX12 inh	4%	?	278%[activator]	7%	11%	-17%	304%[activator]	33%
POLB inh	1%	14%	-2%	31%	5%	22%	-9%	23%
ERG-DNA inh	4%	8%	10%	11%	-5%	.	2%	-5%

Screening data as filed in PubChem BioAssay.
